TRPC6 inhibitor = mouse TRPC6 channel inhibition; Q61143; HEK293-TRPC6, membrane potential dye, ACh-evoked depolarization; stronger effect = lower value; B-score at 10 µM; hit rate 1.1% among 310,000;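 active = B-score under library mean minus 3 SD, initial fluorescence not abnormally high, positive integrated signal ratio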;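 also: B-score derived from integrated fluorescence ratio over the kinetic read; more negative B-score means stronger inhibition of depolarization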
MrgX1 allo act = allosterically activates human MrgX1 receptor signaling. B-score at 10 µM. MrgX1-HEK293, Fluo-4 calcium flux, FDSS; stronger effect = higher value. Q96LB2. hit rate 0.63% among 310,000. AID 588675;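 active = plate-corrected calcium response at least 3 library SD above typical, normal starting fluorescence, not activating the receptor alone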;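 also: compound read alongside a low EC10 to EC30 dose of BAM8-22 agonist; peak minus trough fluorescence over baseline measured at the second addition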
Target sequence (Q96LB2 whole entry, looked up): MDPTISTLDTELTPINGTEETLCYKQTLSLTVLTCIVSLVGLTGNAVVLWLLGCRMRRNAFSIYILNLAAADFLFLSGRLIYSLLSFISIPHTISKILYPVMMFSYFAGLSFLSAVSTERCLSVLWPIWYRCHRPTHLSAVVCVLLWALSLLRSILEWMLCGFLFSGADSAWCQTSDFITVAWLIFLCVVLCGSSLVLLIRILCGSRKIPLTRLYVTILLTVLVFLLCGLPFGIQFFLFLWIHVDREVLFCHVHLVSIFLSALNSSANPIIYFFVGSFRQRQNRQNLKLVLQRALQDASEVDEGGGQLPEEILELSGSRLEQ
HDAC3 inhib = inhibitors of human histone deacetylase 3 | AID 2718 | recombinant HDAC3, fluorogenic peptide/trypsin coupled, fluorescence | hit rate 0.15% among 320,000 | inhibition, % at 8.3 µM | O15379; in the data active = inhibition above about 26%, passing the limit was not always enough
Target sequence (O15379 whole entry, looked up): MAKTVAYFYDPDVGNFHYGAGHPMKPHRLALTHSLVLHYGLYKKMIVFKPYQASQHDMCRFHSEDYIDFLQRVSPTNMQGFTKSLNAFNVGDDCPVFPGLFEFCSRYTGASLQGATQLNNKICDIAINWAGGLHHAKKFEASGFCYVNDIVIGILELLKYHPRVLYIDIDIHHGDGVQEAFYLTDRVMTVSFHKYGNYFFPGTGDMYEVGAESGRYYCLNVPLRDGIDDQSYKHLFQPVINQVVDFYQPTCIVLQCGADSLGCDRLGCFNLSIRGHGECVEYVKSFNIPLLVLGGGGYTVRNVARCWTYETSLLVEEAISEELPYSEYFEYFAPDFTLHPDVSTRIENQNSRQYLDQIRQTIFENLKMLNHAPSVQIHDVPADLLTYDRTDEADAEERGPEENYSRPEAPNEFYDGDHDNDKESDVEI
RGS4 inh = human RGS4 inhibition; B-score at 10 µM; AID 463165; hit rate 0.45% among 310,000; P49798; HEK293 M3R/RGS4 inducible, Fluo-4 calcium flux; stronger effect = higher value; triggered by carbachol at its EC20;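 active = B-score, a plate-corrected calcium signal, over three deviations above library mean, with baseline fluorescence within five deviations of library mean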;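 also: RGS4 expression induced by doxycycline in cells with stable M3 receptor; B-score is computed from the integrated fluorescence ratio over baseline after carbachol; higher B-score means a larger calcium signal and so more RGS4 inhibition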
Target sequence (P49798 whole entry, looked up): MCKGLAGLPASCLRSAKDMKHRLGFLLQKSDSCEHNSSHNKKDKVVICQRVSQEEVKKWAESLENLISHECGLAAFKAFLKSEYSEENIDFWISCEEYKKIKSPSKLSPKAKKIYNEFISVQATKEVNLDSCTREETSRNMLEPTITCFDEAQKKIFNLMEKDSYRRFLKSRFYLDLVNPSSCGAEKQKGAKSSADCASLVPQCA
TRPC6 act = activates the mouse TRPC6 cation channel; Q61143; HEK293-TRPC6 membrane potential dye fluorescence; stronger effect = higher value; B-score at 10 µM; hit rate 0.13% among 310,000;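 active = B-score of the integrated fluorescence ratio above library mean plus 3 SD, and starting fluorescence ratio within library mean plus 5 SD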;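 also: higher score means more depolarization so channel activation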
SKKanGAS inh = inhibitors of SKKanGAS S. pyogenes growth in kanamycin (SK-promoter or general growth effect); BacTiter-Glo, 6 h; inhibition, % at 7.5 µM; hit rate 1.3% among 300,000;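 active = mean replicate score, as percent of positive control median, at least 50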;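 also: strain carries kanamycin resistance gene driven by streptokinase promoter and grows in 40 µg/ml kanamycin; loss of luminescence reflects streptokinase promoter inhibition or plain growth inhibition; 0% = median of DMSO wells and 100% = positive control at its reference dose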
TMEM16A act = activators or potentiators of mouse TMEM16A chloride channel; Q8BHY3; HEK293 TMEM16A/YFP-H148Q/I152L, iodide quench fluorescence; stronger effect = lower value; B-score at 10 µM; hit rate 0.3% among 340,000;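 active = fluorescence-ratio B-score plate-corrected deviation score at least 3 library SD below zero, with starting fluorescence score within 5 deviations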;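 also: channel opened by trigger with iodide after compound preincubation; score built on the fluorescence ratio of max minus min over baseline; more negative score means more quench and so TMEM16A activation or potentiation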
ANO1 block = mouse TMEM16A channel inhibition, primary screen; Q8BHY3; HEK293 TMEM16A/YFP iodide influx fluorescence, ionomycin; normalized B-score (activity score, 25-100; higher = stronger inhibition) at 10 µM; hit rate 1.2% among 310,000;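 active = ratio plate-corrected score three or more library SD toward inhibition, starting fluorescence score within five deviations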;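 also: score derived from kinetic fluorescence span divided by baseline fluorescence per well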
RGS4 act = potentiators or activators of RGS4 | HEK293 M3R/inducible RGS4, carbachol calcium flux Fluo4; stronger effect = lower value | B-score at 10 µM | hit rate 0.92% among 310,000 | AID 463111;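 active = B-score of the integrated calcium signal more than 4 SD below the library mean, with starting fluorescence not abnormally high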;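 also: negative B-score means reduced calcium response which marks RGS4 activation or potentiation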
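System: HEK293 FlpIn-TREx cells, stable M3R, doxycycline-inducible RGS4. Timing: overnight RGS4 induction, 30 min dye load 37 °C, 20 min compound RT. Also added: carbachol, ECmax concentration. Measured by: Fluo4 fluorescence kinetic imaging of calcium. Evaluation: integrated calcium ratio converted to B score.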
MrgX1 ag = agonists of human MrgX1 receptor; Q96LB2; MrgX1-HEK293 cells, Fluo-4 calcium fluorescence, agonist mode; stronger effect = higher value; B-score at 10 µM; hit rate 0.44% among 310,000;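 active = calcium response B-score plate-corrected fluorescence ratio at least 3 library SD, with starting fluorescence B-score inside 5 SD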
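Assay system: stable human MrgX1 HEK293 cell line. Quantity: 15,000 cells per well. Schedule: cells plated overnight, dye loaded 0.5 h 37 °C, 0.5 h room temperature. Detection: Fluo-4 NW calcium-flux fluorescence, kinetic read. Read-out basis: peak-minus-minimum fluorescence over baseline, converted to B scores. Control set: positive and negative control wells on each plate.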
MrgX1 antagonist = human MrgX1 receptor antagonism, primary screen. Q96LB2. MRGX1-HEK293 calcium flux, Fluo-4, BAM8-22 antagonism; stronger effect = lower value. AID 588676. B-score at 10 µM. hit rate 1.3% among 310,000;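 active = calcium-response B-score plate-corrected more than 3 library SD below zero, starting fluorescence within 5 deviations, no agonist response on first addition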;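 also: peak minus trough fluorescence over baseline after final BAM8-22 challenge near maximal dose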
An asterisk follows results filed as active.

Results for CC(C)COc1ccc(C(=O)N/C(=C\c2cccc([N+](=O)[O-])c2)C(=O)O)cc1 ?
TRPC6 inhibitor: inactive; MrgX1 allo act: inactive; HDAC3 inhib: 1; RGS4 inh: inactive; TRPC6 act: inactive; SKKanGAS inh: 3; TMEM16A act: inactive; ANO1 block: inactive; RGS4 act: inactive; MrgX1 ag: inactive; MrgX1 antagonist: inactive

What do the screens show for `Cc1cccc(NC(=O)C2(c3ccccc3)CCOCC2)c1`?
TRPC6 inhibitor: inactive; MrgX1 allo act: inactive; HDAC3 inhib: 2; RGS4 inh: inactive; TRPC6 act: inactive; SKKanGAS inh: -3; TMEM16A act: inactive; ANO1 block: inactive; RGS4 act: inactive; MrgX1 ag: inactive; MrgX1 antagonist: inactive

How did COc1cc(OC)c(OC)cc1/C=N/Nc1ccc(Cl)nn1 do in these assays?
TRPC6 inhibitor: inactive; MrgX1 allo act: inactive; HDAC3 inhib: -1; RGS4 inh: inactive; TRPC6 act: inactive; SKKanGAS inh: -6; TMEM16A act: inactive; ANO1 block: inactive; RGS4 act: inactive; MrgX1 ag: inactive; MrgX1 antagonist: inactive

How did CCn1c(SCC(=O)N2CCc3ccccc32)nnc1-c1c[nH]c2ccccc12 do in these assays?
TRPC6 inhibitor: inactive; MrgX1 allo act: inactive; HDAC3 inhib: -2; RGS4 inh: inactive; TRPC6 act: inactive; SKKanGAS inh: 10; TMEM16A act: inactive; ANO1 block: inactive; RGS4 act: inactive; MrgX1 ag: inactive; MrgX1 antagonist: inactive

Results for CC(C)c1ccc(S(=O)(=O)c2cc3cc(Br)ccc3oc2=O)cc1 ?
TRPC6 inhibitor: inactive; MrgX1 allo act: inactive; RGS4 inh: inactive; TRPC6 act: inactive; SKKanGAS inh: 1; TMEM16A act: inactive; ANO1 block: inactive; RGS4 act: inactive; MrgX1 ag: inactive; MrgX1 antagonist: inactive

What do the screens show for `CN1CCN(Cc2c(O)ccc3occ(C(=O)c4ccccc4)c23)CC1`?
TRPC6 inhibitor: inactive; MrgX1 allo act: inactive; HDAC3 inhib: 0; RGS4 inh: inactive; TRPC6 act: inactive; SKKanGAS inh: -1; TMEM16A act: inactive; ANO1 block: inactive; RGS4 act: inactive; MrgX1 ag: inactive; MrgX1 antagonist: inactive

How did Cn1nc(C(=O)N2CCN(c3ccc(Cl)cc3)CC2)c2c1-c1ccccc1S(=O)(=O)C2 do in these assays?
TRPC6 inhibitor: inactive; MrgX1 allo act: inactive; HDAC3 inhib: 0; RGS4 inh: inactive; TRPC6 act: inactive; SKKanGAS inh: 16; TMEM16A act: inactive; ANO1 block: inactive; RGS4 act: inactive; MrgX1 ag: inactive; MrgX1 antagonist: inactive

What do the screens show for `Cc1cccc(OCCNc2ccc(C(F)(F)F)cc2[N+](=O)[O-])c1`?
TRPC6 inhibitor: inactive; MrgX1 allo act: inactive; HDAC3 inhib: 2; RGS4 inh: inactive; TRPC6 act: inactive; SKKanGAS inh: 2; TMEM16A act: inactive; ANO1 block: inactive; RGS4 act: inactive; MrgX1 ag: inactive; MrgX1 antagonist: inactive

Results for O=C(O)c1ccc(Nc2nc3c(s2)CCCC3)cc1 ?
TRPC6 inhibitor: inactive; MrgX1 allo act: inactive; HDAC3 inhib: 10; RGS4 inh: inactive; TRPC6 act: inactive; SKKanGAS inh: 7; TMEM16A act: inactive; ANO1 block: inactive; RGS4 act: inactive; MrgX1 ag: inactive; MrgX1 antagonist: inactive

How did CSCCC(NC(=O)C1CCC(C)CC1)C(=O)NCCN1CCOCC1 (stereo unspecified) do in these assays?
TRPC6 inhibitor: inactive; MrgX1 allo act: inactive; HDAC3 inhib: 2; RGS4 inh: inactive; TRPC6 act: inactive; SKKanGAS inh: -7; TMEM16A act: inactive; ANO1 block: inactive; RGS4 act: inactive; MrgX1 ag: inactive; MrgX1 antagonist: inactive

Results for Cc1cccc(NC(=S)NC2CC3CCCC(C2)N3Cc2cccs2)c1 (stereo unspecified) ?
TRPC6 inhibitor: -7*; MrgX1 allo act: inactive; HDAC3 inhib: -5; RGS4 inh: inactive; TRPC6 act: inactive; SKKanGAS inh: 6; TMEM16A act: inactive; ANO1 block: inactive; RGS4 act: inactive; MrgX1 ag: inactive; MrgX1 antagonist: inactive

What do the screens show for `CCCn1c(SCC(=O)N2CCN(c3ccc(OC)cc3)CC2)nc2c1c(=O)n(C)c(=O)n2C`?
TRPC6 inhibitor: inactive; MrgX1 allo act: inactive; HDAC3 inhib: 4; RGS4 inh: inactive; TRPC6 act: inactive; SKKanGAS inh: -3; TMEM16A act: inactive; ANO1 block: inactive; RGS4 act: inactive; MrgX1 ag: inactive; MrgX1 antagonist: inactive

What do the screens show for `CN(Cc1ccccc1)C(=O)c1cccnc1`?
TRPC6 inhibitor: inactive; MrgX1 allo act: inactive; HDAC3 inhib: -3; RGS4 inh: inactive; TRPC6 act: inactive; SKKanGAS inh: 8; TMEM16A act: inactive; ANO1 block: inactive; RGS4 act: inactive; MrgX1 ag: inactive; MrgX1 antagonist: inactive

What do the screens show for `Cc1ccc(SC(C)C(=O)Nc2ncn[nH]2)cc1` (stereo unspecified)?
TRPC6 inhibitor: inactive; MrgX1 allo act: inactive; HDAC3 inhib: 1; RGS4 inh: inactive; TRPC6 act: inactive; SKKanGAS inh: 5; TMEM16A act: inactive; ANO1 block: inactive; RGS4 act: inactive; MrgX1 ag: inactive; MrgX1 antagonist: inactive

Results for COCCC(=O)N1CCC(Oc2ccc(C(=O)N(C)Cc3cc(C)no3)cc2)CC1 ?
TRPC6 inhibitor: inactive; MrgX1 allo act: inactive; HDAC3 inhib: 1; RGS4 inh: inactive; TRPC6 act: inactive; SKKanGAS inh: 7; TMEM16A act: inactive; ANO1 block: inactive; RGS4 act: inactive; MrgX1 ag: inactive; MrgX1 antagonist: inactive

What do the screens show for `O=C(CSc1nnc(NCc2ccccc2)s1)NC1CCS(=O)(=O)C1` (stereo unspecified)?
TRPC6 inhibitor: inactive; MrgX1 allo act: inactive; HDAC3 inhib: -1; RGS4 inh: inactive; TRPC6 act: inactive; SKKanGAS inh: -11; TMEM16A act: inactive; ANO1 block: inactive; RGS4 act: inactive; MrgX1 ag: inactive; MrgX1 antagonist: inactive

What do the screens show for `O=C(Nc1ccc2ccccc2n1)Nc1cccs1`?
TRPC6 inhibitor: inactive; MrgX1 allo act: inactive; HDAC3 inhib: 0; RGS4 inh: inactive; TRPC6 act: inactive; SKKanGAS inh: -7; TMEM16A act: inactive; ANO1 block: inactive; RGS4 act: inactive; MrgX1 ag: inactive; MrgX1 antagonist: inactive

What do the screens show for `CCc1ccc(NC(=O)/C(C#N)=C/c2cc3ccc(C)cc3nc2N2CCOCC2)cc1`?
TRPC6 inhibitor: inactive; MrgX1 allo act: inactive; HDAC3 inhib: -1; RGS4 inh: inactive; TRPC6 act: inactive; SKKanGAS inh: 23; TMEM16A act: inactive; ANO1 block: inactive; RGS4 act: inactive; MrgX1 ag: inactive; MrgX1 antagonist: inactive

How did CN(c1ccccc1)S(=O)(=O)c1ccc(C(=O)N2CCc3ccccc3C2)cc1 do in these assays?
TRPC6 inhibitor: inactive; MrgX1 allo act: inactive; HDAC3 inhib: 1; RGS4 inh: inactive; TRPC6 act: inactive; SKKanGAS inh: 0; TMEM16A act: inactive; ANO1 block: inactive; RGS4 act: inactive; MrgX1 ag: inactive; MrgX1 antagonist: inactive

How did O=C(CCN1C(=O)c2cccc3cccc(c23)C1=O)N1CCN(c2ccccc2F)CC1 do in these assays?
TRPC6 inhibitor: inactive; MrgX1 allo act: inactive; HDAC3 inhib: 0; RGS4 inh: inactive; TRPC6 act: inactive; SKKanGAS inh: -7; TMEM16A act: inactive; ANO1 block: inactive; RGS4 act: inactive; MrgX1 ag: inactive; MrgX1 antagonist: inactive

Results for O=[N+]([O-])c1ccc(Oc2cc(NC3CCCCCCC3)c([N+](=O)[O-])cc2[N+](=O)[O-])cc1 ?
TRPC6 inhibitor: inactive; MrgX1 allo act: inactive; HDAC3 inhib: 4; RGS4 inh: inactive; TRPC6 act: inactive; SKKanGAS inh: 21; TMEM16A act: inactive; ANO1 block: inactive; RGS4 act: inactive; MrgX1 ag: inactive; MrgX1 antagonist: inactive

How did O=C1NC2(CCCCC2)C(=O)N1c1ccccc1 do in these assays?
TRPC6 inhibitor: inactive; MrgX1 allo act: inactive; HDAC3 inhib: 3; RGS4 inh: inactive; TRPC6 act: inactive; SKKanGAS inh: -6; TMEM16A act: inactive; ANO1 block: inactive; RGS4 act: inactive; MrgX1 ag: inactive; MrgX1 antagonist: inactive

How did Cc1ccccc1CSc1nnc([C@@H]2CCCN2)o1 do in these assays?
TRPC6 inhibitor: inactive; MrgX1 allo act: inactive; HDAC3 inhib: 0; RGS4 inh: inactive; TRPC6 act: inactive; SKKanGAS inh: 3; TMEM16A act: inactive; ANO1 block: inactive; RGS4 act: inactive; MrgX1 ag: inactive; MrgX1 antagonist: inactive

How did CCCCn1c(CCC(=O)O)ccc1-c1cccs1 do in these assays?
TRPC6 inhibitor: inactive; MrgX1 allo act: inactive; HDAC3 inhib: -8; RGS4 inh: inactive; TRPC6 act: inactive; SKKanGAS inh: -3; TMEM16A act: inactive; ANO1 block: inactive; RGS4 act: inactive; MrgX1 ag: inactive; MrgX1 antagonist: inactive

How did CC(=O)N(C)c1ccc(NC(=O)CCN2C(=O)c3ccccc3C2=O)cc1 do in these assays?
TRPC6 inhibitor: inactive; MrgX1 allo act: inactive; HDAC3 inhib: -5; RGS4 inh: inactive; TRPC6 act: inactive; SKKanGAS inh: -1; TMEM16A act: inactive; ANO1 block: inactive; RGS4 act: inactive; MrgX1 ag: inactive; MrgX1 antagonist: inactive

How did O=C(Nc1ccc2c(c1)OCO2)C1CCCN(c2nc3ccccc3s2)C1 (stereo unspecified) do in these assays?
TRPC6 inhibitor: inactive; MrgX1 allo act: inactive; HDAC3 inhib: -3; RGS4 inh: inactive; TRPC6 act: inactive; SKKanGAS inh: 6; TMEM16A act: inactive; ANO1 block: inactive; RGS4 act: inactive; MrgX1 ag: inactive; MrgX1 antagonist: inactive

Screens from PubChem.
